# PfHsp90 set2: reduces growth (ATP signal) of yeast expressing P. falciparum Hsp90. 310,000 tested, 0.32% active. inhibition, % at 9.4 µM. AID 504621. S. cerevisiae expressing PfHsp90, BacTiter-Glo ATP, 48 h; yeast lacking PDR1 and PDR3 efflux regulators;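 active = every replicate shows inhibition above about 80%, whatever the replicate mean, limit read from the data; inconclusive = mean inhibition reaches the set limit but some replicate falls short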;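 note: 0% = DMSO neutral controls and 100% = 20 µM radicicol positive controls; yeast relying on Plasmodium falciparum Hsp90 in place of its own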
# CAL PDZ inh: human CAL PDZ-peptide interaction inhibition; Q9HD26; purified CAL PDZ, TMR-peptide fluorescence polarization, 1 h; inhibition, % at 20 µM; 330,000 tested, 0.02% active; AID 504414;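 active = highest replicate inhibition of at least 40%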;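 note: plate controls were DMSO neutral control wells for no effect and unlabeled competitor peptide control wells for full effect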
#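 Assay system – tagged CAL PDZ protein CerCALP, purified · Timing – 1 h at RT · Compound – single point, 20 µM · Measured by – fluorescence polarization from S- and P-plane intensities, G-factor corrected · Evaluation – inhibition from polarization loss · Probe or stimulus – TMR reporter peptide T*-PRC34 · Buffer or medium – pH 7.4 phosphate-saline buffer, reducing agent, detergent, IgG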
# DAGLB inhibitor: blocks human DAGLB lipase activity; inhibition, % at 5.17 µM; Q8NCG7; HEK293T DAGLB membrane lysate, EnzChek fluorogenic substrate; AID 504411; 340,000 tested, 0.059% active; in the data active = inhibition above about 34%;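 note: 0% = enzyme with vehicle and 100% = wells lacking enzyme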
# Target sequence (Q8NCG7 whole entry, looked up): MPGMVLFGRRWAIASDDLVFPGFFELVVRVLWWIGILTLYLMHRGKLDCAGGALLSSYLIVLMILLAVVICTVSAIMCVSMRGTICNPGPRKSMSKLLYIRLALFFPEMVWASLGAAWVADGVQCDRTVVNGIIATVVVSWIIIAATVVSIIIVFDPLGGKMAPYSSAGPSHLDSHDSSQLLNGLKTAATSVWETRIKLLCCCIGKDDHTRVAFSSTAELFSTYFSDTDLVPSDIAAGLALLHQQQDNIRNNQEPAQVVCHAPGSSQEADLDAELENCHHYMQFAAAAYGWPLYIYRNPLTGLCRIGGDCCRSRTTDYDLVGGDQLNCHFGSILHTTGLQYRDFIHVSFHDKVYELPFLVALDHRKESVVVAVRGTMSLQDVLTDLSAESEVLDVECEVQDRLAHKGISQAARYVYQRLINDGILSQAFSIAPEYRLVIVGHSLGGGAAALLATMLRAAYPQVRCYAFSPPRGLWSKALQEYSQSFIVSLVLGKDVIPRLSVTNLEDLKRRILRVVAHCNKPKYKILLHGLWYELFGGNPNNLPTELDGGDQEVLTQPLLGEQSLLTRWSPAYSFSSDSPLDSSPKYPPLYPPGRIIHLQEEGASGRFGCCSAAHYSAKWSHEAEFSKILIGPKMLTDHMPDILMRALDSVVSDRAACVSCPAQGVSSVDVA
# phage Ecoli inh: E. coli growth loss with phage present; inhibition, % at 11.9 µM; growth absorbance; 360,000 tested, 0.26% active; AID 651602; in the data active = inhibition above about 11%
# Rtt109 HAT inh: C. albicans Rtt109 histone acetyltransferase inhibition; Q5AAJ8; purified Rtt109/Vps75, ThioGlo CoA-SH fluorescence, 4 h; inhibition, % at 34.9 µM; 330,000 tested, 0.16% active; AID 540336;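 active = inhibition of at least 50% in every replicate; inconclusive = best replicate reaches 50% inhibition but some replicates fall short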
# Target sequence (Q5AAJ8 whole entry, looked up): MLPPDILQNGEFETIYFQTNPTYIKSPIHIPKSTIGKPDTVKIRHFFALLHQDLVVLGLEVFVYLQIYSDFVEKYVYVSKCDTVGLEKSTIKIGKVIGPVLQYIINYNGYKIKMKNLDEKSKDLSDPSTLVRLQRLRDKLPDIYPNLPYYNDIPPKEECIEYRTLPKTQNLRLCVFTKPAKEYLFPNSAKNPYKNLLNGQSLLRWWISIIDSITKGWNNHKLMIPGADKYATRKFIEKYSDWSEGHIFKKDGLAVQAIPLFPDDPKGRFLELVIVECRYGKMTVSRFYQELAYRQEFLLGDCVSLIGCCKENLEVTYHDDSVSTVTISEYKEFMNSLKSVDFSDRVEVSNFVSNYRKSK
# Wnt act: activators of Wnt/beta-catenin signaling | Wnt/beta-catenin reporter cell assay, activator, plate reader | activation, % at 9.35 µM | 300,000 tested, 1.2% active | AID 743398; in the data active = activation above about 30%, passing the limit was not always enough; inconclusive = no clear call, values can overlap the other calls;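 note: 0% = neutral control wells and 100% = positive control wells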
# Ecoli viability: bacterial growth inhibition, counter-screen for AddAB inhibitors; E. coli V3065 growth, OD600 absorbance, 18 h; inhibition, % at 11.9 µM; AID 449728; 330,000 tested, 0.27% active;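 active = inhibition above the campaign's mean inhibition across all tested compounds plus 3 SD, cut at about 9.9% in these data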;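 note: uninfected addAB+ strain grown without phage in ampicillin broth; 0% = DMSO wells and 100% = ciprofloxacin 0.95 µg/ml wells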
# AddAB inh: less growth of phage-infected E. coli with AddAB | E. coli expressing H. pylori AddAB, absorbance growth | inhibition, % at 11.9 µM | 330,000 tested, 0.29% active | AID 435030; in the data active = inhibition above about 12%;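 note: 0% = vehicle wells of infected cells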
# PvdQ inh: blocks Pseudomonas aeruginosa PvdQ acylase activity; purified PvdQ acylase, fluorescence plate reader; inhibition, % at 10 µM; 340,000 tested, 0.063% active; in the data active = inhibition above about 30%, passing the limit was not always enough; inconclusive = no clear call, values can overlap the other calls;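 note: 0% = vehicle neutral wells and 100% = reference inhibitor wells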
# Tat export inh: E. coli Tat transport inhibition; E. coli MC4100 TorA-mCherry Tat export, fluorescence; inhibition, % at 10 µM; 340,000 tested, 0.036% active; AID 488895;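 active = mean replicate inhibition at least 50% and at least half of replicates individually reaching 50%; inconclusive = only one of the two criteria met; inactive = neither criterion met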;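 note: exported cargo escapes ClpAP degradation while cytoplasmic cargo is degraded and loses fluorescence; 0% = median of neutral control wells and 100% = median of NaSCN control wells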
# An asterisk follows results filed as active; ? = inconclusive; nt = no result given. Outcome played no part in choosing rows, and some 1.9% of all compounds hit somewhere here.
SMILES,PfHsp90 set2,CAL PDZ inh,DAGLB inhibitor,phage Ecoli inh,Rtt109 HAT inh,Wnt act,Ecoli viability,AddAB inh,PvdQ inh,Tat export inh
COCCCNC(=O)C1CCC(CNS(=O)(=O)c2ccc3c(c2)CC(C)N3C(=O)C2CC2)CC1 (configuration not stated),22,-2.4,0,1.2,-10,0,0.1,2.7,-7,-5
CN(C)c1ccc(NC(=O)c2cn(-c3ccccc3)nc2-c2cccs2)cc1,5,-1.5,-1,4.4,2,13,-3.0,3.5,0,-3
CC(C)(CNc1ccc(S(=O)(=O)C(F)(F)F)cc1[N+](=O)[O-])N1CCOCC1,-10,-0.5,-1,0.2,5,-20,3.0,3.9,10,4
FC(F)(F)c1cccc(NC(=S)N2CCN(c3cccc(C(F)(F)F)c3)CC2)c1,-39,-0.1,0,2.8,3,nt,1.0,-1.2,-1,14
O=C(NCc1ccccc1)c1noc2c1CCCC2,-8,-0.3,1,0.5,0,nt,2.0,0.6,1,-5
O=C(O)c1ccc2c(c1)C(=O)N(c1ccc([N+](=O)[O-])cn1)C2=O,11,-0.5,1,1.2,2,-2,-1.3,2.0,-8,-7
COc1cccc(/C=C2\SC(=S)N(CCC(=O)NCCc3ccc(O)cc3)C2=O)c1,-20,0.3,2,1.3,3,1,-1.6,1.4,-6,-3
O=C(COC(=O)c1ccc(F)cc1F)Nc1ncccn1,-14,-0.9,3,3.6,-1,-1,1.6,2.7,-7,-2
C[C@]12CCC3c4ccc(OCC(=O)O)cc4CCC3C1CCC2=O (some centres not stated),14,0.3,-2,3.0,-7,2,0.8,1.5,-2,-4
C#CCn1cc(/C=N/Nc2nc3ccccc3[nH]2)c2ccccc21,-5,2.3,5,1.7,-4,nt,-1.2,-0.3,9,-11
CC(=O)Nc1ccc(S(=O)(=O)N(C)CC(=O)NC2=NCCS2)cc1,18,-0.3,-1,2.5,7,nt,-0.5,-0.6,-10,2
COc1ccc(/C(N)=N/OC(=O)Cc2ccc(C)cc2)cc1,15,-1.8,-22,3.0,0,21,0.4,2.0,-13,-3
COc1cc(NC(=O)CCNS(=O)(=O)c2cc(Br)cnc2N)cc(OC)c1,11,-2.5,2,-1.2,-7,2,1.7,0.4,-8,-5
O=C(NCc1ccco1)c1cc(-c2ccncc2)nc2ccccc12,17,0.1,-3,2.0,-13,nt,-2.4,-0.5,-12,-3
CC1=NN(c2nc(-c3ccc(Cl)cc3)cs2)C(=O)C1,-17,-1.0,22,0.9,10,nt,-1.5,1.1,-4,-2
Cn1nc([N+](=O)[O-])nc1S(C)(=O)=O,-18,-0.3,6,2.3,-14,0,nt,nt,-14,-15
CCOc1ccccc1N1C(=O)CC(Nc2ccc(N3CCOCC3)cc2)C1=O (configuration not stated),-17,-1.1,7,3.3,8,-3,-1.7,1.6,8,-4
CS(=O)(=O)N(CC(=O)N1CCN(Cc2ccccc2)CC1)C1CCCCC1,-20,-3.9,4,3.4,7,-2,-0.9,3.0,-14,2
CCNC(=S)N1CCN(c2cccc(C(F)(F)F)c2)CC1,-14,-0.2,-1,3.5,6,nt,0.7,2.6,-10,6
COc1cc(C(F)(F)F)nc2ccc(C#CCOC(=O)Nc3ccccc3)cc12,-6,-1.4,-14,4.7,3,-5,-1.5,2.9,-2,-1
Cc1nn(CC(=O)N2CCC(C)CC2)c(=O)c2cccn12,-2,-2.3,-4,4.4,-8,2,-1.6,0.8,-2,4
C[N+](C)(C)CCCN1C(=O)CCCC1=O,-4,-0.4,1,0.3,1,nt,-0.5,1.9,-9,2
CN1CCN(Cc2c(O)ccc3c(=O)c(Oc4ccccc4Cl)c(C(F)(F)F)oc23)CC1,25,-1.8,0,-0.8,-4,1,1.0,2.4,-3,15
CC(=O)Nc1ccc(NC(=O)COC(=O)C2c3ccccc3Oc3ccccc32)cc1,16,-0.7,-3,1.5,5,-1,nt,nt,-10,-10
Cc1cn(-c2cccnc2)c(C)c1CNC[C@H]1O[C@@H](n2cnc3c(N)ncnc32)[C@H](O)[C@@H]1O,-29,2.2,-7,3.4,0,-1,-1.2,3.0,-11,4
COc1ccc(C)cc1S(=O)(=O)N(C)CC(=O)NCc1ccncc1,9,0.0,-1,-1.0,8,2,-1.1,4.1,8,-7
Cc1ccc(NC(=S)NC(NC(=O)C(C)(C)C)C(Cl)(Cl)Cl)c(C)c1 (configuration not stated),nt,-2.1,-2,1.1,17,nt,2.4,3.1,2,7
Cc1cccc(OCC(=O)Nc2ccc3c(c2)nc(CCN2CCN(C)CC2)n3C)c1,-22,-0.9,0,0.5,4,-10,-1.6,0.7,-15,8
CCOc1ccccc1C(=O)NCC(=O)NCc1ccc(S(=O)(=O)N2CCOCC2)cc1,8,-0.4,2,1.2,-1,-5,2.3,2.8,-11,4
C=C(C)C1CC=C(C)/C(=N/NC(=O)CNc2ccc(OCC)cc2)C1 (configuration not stated),-1,-1.6,-2,nt,-4,0,-2.0,0.0,-11,-6
CC(=O)Nc1ccc(NC(=O)CSc2ccc(-c3cccs3)nn2)cc1,nt,-1.2,0,1.6,-14,-2,2.1,4.5,-3,14
CCc1sc(C(=O)Nc2cc(Cl)ccc2N2CCCCC2)cc1C,14,-0.8,2,-0.9,-12,-14,-2.4,2.6,1,18
Cc1nn(CC(=O)N(C)C2CCC(C)CC2)c(C)c1S(=O)(=O)N(C)C (configuration not stated),10,-0.5,-2,2.6,-6,3,-2.2,0.4,-3,-2
Cc1cccc(C(=O)NC(=S)Nc2ccc(S(=O)(=O)N3CCN(C)CC3)cc2)c1,-4,-1.9,-2,0.8,4,nt,1.4,2.9,-10,13
O=C(N/N=C1/CC2C=CCC12)c1ccc(Br)o1 (configuration not stated),-8,-0.2,-3,3.2,-4,0,1.3,1.7,-19,-10
CCNC(=S)N/N=C/c1ccc(OCC(=O)Nc2ccc(C)cc2)cc1,0,0.4,0,nt,9,0,0.4,-0.9,-5,-2
CC(C)S(=O)(=O)c1cnc(N2CCOCC2)nc1N,-1,-0.7,-1,0.6,2,40*,-1.7,1.2,30,-4
CCc1nnc(NC(=O)OCc2ccccc2)s1,12,0.1,-3,-0.1,7,nt,4.4,3.4,-12,-7
Cc1cc(C)c2c(N)c(C(=O)NN3CC(=O)N(c4ccccc4)CC3=O)sc2n1,0,0.4,2,3.9,-10,1,-1.1,1.3,-18,-4
Cc1ccc(S(=O)(=O)N2C[C@@H]3[C@H]4CC[C@H](C4)[C@@H]3[C@@H](C)C2CC(=O)c2ccccc2)cc1 (some centres not stated),-1,-0.7,-15,4.5,-1,-4,0.7,-0.6,1,-2
Cc1cc(S(=O)(=O)N2CCCC2)ccc1OCC(=O)N1CCCCC1,9,0.1,1,2.3,6,0,-0.5,0.9,-6,-1
CC(C)(CCl)C(=O)Nc1ccc(OC(F)(F)F)cc1,-4,nt,-4,4.0,9,-6,2.3,0.2,-13,3
CN(C)C1=NC[C@H](Cc2ccccc2)N1CC1CCCCC1,-23,-0.6,-1,3.7,7,-1,-0.8,1.7,8,1
Cc1ccc(NS(=O)(=O)c2cccc(C(=O)NC3CC3)c2)c(C)c1,-7,-0.3,-3,0.4,13,-1,-1.9,2.5,7,4
CC(=O)C1=C(c2ccccc2)OC(N)=C(C#N)C1c1ccccc1F (configuration not stated),-2,0.4,-1,0.9,-5,-2,0.8,2.7,-1,-5

# Retrieved one by one from the list above:
SMILES,PfHsp90 set2,CAL PDZ inh,DAGLB inhibitor,phage Ecoli inh,Rtt109 HAT inh,Wnt act,Ecoli viability,AddAB inh,PvdQ inh,Tat export inh
CN(C)C1=NC[C@H](Cc2ccccc2)N1CC1CCCCC1,-23,-0.6,-1,3.7,7,-1,-0.8,1.7,8,1
Cc1nn(CC(=O)N(C)C2CCC(C)CC2)c(C)c1S(=O)(=O)N(C)C (configuration not stated),10,-0.5,-2,2.6,-6,3,-2.2,0.4,-3,-2

# Other entries follow.
SMILES,PfHsp90 set2,CAL PDZ inh,DAGLB inhibitor,phage Ecoli inh,Rtt109 HAT inh,Wnt act,Ecoli viability,AddAB inh,PvdQ inh,Tat export inh
O=C(NCc1ccc(Cl)cc1)c1nccnc1CO,-8,-0.8,-1,2.4,1,-1,nt,nt,-16,-3
CCCCCCCCCC(=O)NNC(=O)c1c(O)c2ccccc2n(CC)c1=O,3,0.2,-3,5.2,-3,-1,-0.2,2.6,-14,8
O=C(/C=C/c1cccc([N+](=O)[O-])c1)c1cccs1,93*,-2.2,1,2.2,1,-5,1.3,2.7,?,-10
CCOC(=O)/C=C1\SC(C)C(=O)N1CC(=O)N(CCC#N)c1ccccc1 (configuration not stated),-3,-0.5,-2,0.9,7,-1,-0.9,1.2,0,-5
CN(Cc1cccc(F)c1)C(=O)c1ccc(S(=O)(=O)C(F)F)cc1,11,-1.0,0,0.2,5,nt,0.2,4.4,-5,1
Fc1ccc2c(c1)[C@H]1OCC[C@H]1[C@@H](c1ccco1)N2,-2,0.2,0,2.6,1,1,-0.9,-1.1,-3,7
Cc1cc(Cl)ccc1NC(=O)CN1CCN(C(=O)c2ccco2)CC1,-28,1.3,-2,-0.2,-1,-3,-0.8,1.4,4,-5
COc1ccc(C)cc1N(CC(=O)NCCSCc1ccco1)S(=O)(=O)c1ccc(C)cc1,3,-1.9,0,2.5,2,0,-0.9,6.0,-7,13
CCCCOc1ccc(NC(=O)Cn2c(=O)ccc3c(C)cc(C)nc32)cc1,-33,-1.0,0,2.4,4,nt,-1.7,1.0,5,-10
COc1ccc(CNc2nc3ccccc3n2CCN2CCOCC2)cc1,-6,nt,1,-2.9,-16,-5,3.0,2.1,-13,1
COC(=O)c1scc(C)c1NC(=O)c1cccc(C#N)c1,11,-0.9,1,nt,-5,nt,-0.5,0.8,-19,-10
COc1ccc(C)cc1NC(=O)CSc1nnc(-c2ccc(Br)cc2)o1,-10,-0.7,-6,1.2,3,-1,0.7,-0.3,-6,8
O=C(Nc1cccc(Cl)c1)NC1CCCCC1,nt,-4.6,-3,6.9,10,nt,1.3,2.9,-4,-3
COc1ccccc1CN1CC(C(=O)NCc2c(F)ccc(C)c2F)CCC1=O (configuration not stated),17,-2.2,1,0.0,1,14,-1.9,1.9,-2,4
COc1ccc(-n2c(SC3CCOC3=O)nc3ccccc3c2=O)cc1OC (configuration not stated),17,-2.6,1,1.3,11,nt,-0.1,2.2,15,4
O=C(Nc1ccc(Cl)c(C(F)(F)F)c1)[C@@H]1CC=C[C@@H]2CCN(C3CC3)C(=O)[C@@H]21,nt,1.8,-1,1.2,8,-3,-1.3,4.4,-3,4
O=C(NCc1ccccc1)c1cc2ccccc2o1,-12,-1.8,-3,3.7,6,nt,0.1,-0.5,-14,-7
CCOC(=O)CSc1cc(=O)n(C)c2cc(Cl)ccc12,nt,-0.4,0,1.7,0,nt,-2.0,3.2,-14,0
CC1Oc2ccccc2OC1(O)c1ccc2ccccc2n1 (configuration not stated),-6,-1.1,-4,1.9,4,-1,2.2,1.8,-7,-1
CCN1CCN(c2cc(SC(C)C)nc(-c3ccc(OC)cc3)n2)CC1,-14,-2.1,-4,2.2,7,nt,nt,nt,-11,2
COC(=O)c1nc2n(n1)C(c1ccc(OC)c(OC)c1)C(C(=O)OC1CCCCC1)=C(C)N2 (configuration not stated),3,-3.6,1,3.6,14,-1,-2.3,0.9,-4,-1

# High-throughput results as filed in PubChem BioAssay.
